# Screening results from PubChem BioAssay.
# Insulin prom up: insulin promoter activators in MIN6 cells, imaging, high-content screening, mouse beta cells | MIN6 insulin promoter-GFP reporter; stronger effect = higher value | z-score at 5 µM | 190,000 compounds, 0.3% hits | AID 1625, 2009;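 active means z-score above 3 at 5 µM with at least 500 cells counted in the well; inconclusive means wells under 500 cells, flagged as cytotoxic or low count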
# Yfh1-depleted yeast: enhancers of respiration in Yfh1-depleted yeast, dose response, Friedreich's ataxia, plus single-dose screen (AID 1465) | S. cerevisiae Yfh1-off respiration, WST-1 reduction, 72 h; higher fold induction means a stronger effect | fold induction at 50 µM, or EC50 in µM where a hit was titrated | 220,000 compounds, 0.074% hits;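 active means fold induction of absorbance versus untreated yeast above a set limit, then at least 30% activation at any dose in follow-up; inconclusive means repeats straddling the limit, or above it without dose testing; inactive means fold induction below the set limit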;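 further: activators that raise dye reduction in frataxin-depleted yeast; strong numbers were not always called active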
# Dynein transport: inhibitors of GR-EGFP nuclear translocation, primary screen, dynein cargo transport inhibitor project, imaging, high-content, 3617.4 mouse cells. 220,000 compounds, 0.47% hits. z-score, hits read low. test concentration mostly 20 µM; stimulated with dexamethasone, 1 µM; stronger effect = lower value;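 active means plate z-score of nuclear minus cytoplasmic receptor signal below a set negative limit, without overly bright fluorescence or cell loss, cut at about -3.5 in these data, passing the limit was not always enough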;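 further: z-score of nuclear minus cytoplasmic ring GR-EGFP intensity difference per well; some compounds called inactive have numbers as strong as hits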
#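 Buffer or medium: Induction medium lacking tetracycline, stripped serum | Also added: Dexamethasone agonist, 1.0 µM final, for 30 min | Timing: 48 h induction, 1 h compound, 30 min dex at 37 °C | Detection: Formaldehyde fixation, Hoechst nuclear stain, 10x automated fluorescence imaging | Measure: Nuclear versus cytoplasmic GR-EGFP signal, averaged per well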
# Autophagy mod: autophagy modulators in MEF cells, primary screen, imaging, high-content, MEF GFP-LC3 | MEF GFP-LC3 puncta imaging; test concentration mostly 10 µM | calls only at 10 µM (by protocol) | 190,000 compounds, 0.98% hits | AID 463193, 2010;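 active means percentage of spot-positive cells more than 3 SD above its plate mean, without a fluorescence outlier flag or 80% toxicity; inconclusive means no clear call, values can overlap the other calls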;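 further: spot-positive cell cutoff set from DMSO-treated cells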
# Lipid droplet: inhibitors of hepatocyte lipid droplet formation, primary screen, imaging, high-throughput imaging, BODIPY stain; AML12 mouse hepatocytes, oleate lipid droplets; inhibition, % at 6.5 µM; 240,000 compounds, 0.4% hits; AID 1656, 2009;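 active means lipid droplet intensity inhibited by at least 50%, with more than 500 cells counted; inconclusive means wells with under 300 cells, treated as cytotoxic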
#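 material = mouse AML12 hepatocyte cell line, fixed after treatment | also added = 100 µM oleic acid challenge | doses = compound at 6.5 µM only | schedule = overnight exposure | technique = Image-based BODIPY and DAPI two-channel analysis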
# MT stabilize HCS: microtubule stabilizers in HeLa cells, primary screen, imaging, high-content imaging. HeLa tubulin immunostaining HCS, 24 h; share of cells brighter than vehicle mean+2SD. % tubulin-high responders, % at 10 µM. 200,000 compounds, 0.83% hits;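 active means plate Z-score above 3 for both tubulin-high and condensed-nucleus cell shares, with cell loss under 80%, at 10 µM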;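 further: anti alpha tubulin signal scored within the nucleus-defined area of each cell; some results filed as inactive read as strong as hits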
# CSM14.1 death rescue: rescue of cells from ER stress-induced death, primary screen, 384-well, CSM14.1, thapsigargin, ATP luminescence (AID 1222); 190,000 tested, under 10 active; CSM14.1 thapsigargin-induced death rescue, ATP luminescence; higher % means a stronger effect; cellular ATP content (survival), % at 20 µM; hits with a dose series show EC50 in µM;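 active means EC50 below 50 µM in the dose-response confirmation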;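 further: death triggered by thapsigargin at about 15 µM added after 2 h compound pretreatment; cell ATP read after overnight thapsigargin exposure of roughly 18 to 22 hours; normalized against plate controls of thapsigargin alone and 5% DMSO vehicle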
# M17LAP inhibition: P. falciparum M17LAP inhibitors, primary screen, biochemical, fluorogenic H-Leu-NHMec substrate, 1536-well (AID 1619); Leucine aminopeptidase (Plasmodium falciparum (isolate 3D7)); recombinant M17LAP, H-Leu-NHMec fluorogenic kinetic assay; higher % means a stronger effect; inhibition, % at 30 µM, or IC50 in µM where a hit was titrated; 220,000 compounds, 0.38% hits;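 active means compound inhibiting the enzyme by more than half at any dose during confirmatory dose-response retesting; inconclusive means strong single-dose inhibitors picked by rank but not retested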;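 further: plate controls were full reaction with DMSO carrier for no effect and no enzyme background for full effect; strong numbers were not always called active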
# M1AAP inhibition: P. falciparum M1AAP inhibitors, biochemical, fluorogenic H-Leu-NHMec substrate, 1536-well (AID 1445); Aminopeptidase N (Plasmodium falciparum (isolate 3D7)); recombinant M1AAP, H-Leu-NHMec fluorogenic kinetic assay; higher % means a stronger effect; inhibition, % at 30 µM, or IC50 in µM where a hit was titrated; 220,000 compounds, 0.42% hits;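 active means primary inhibition above the hit cutoff, then over 50% inhibition at one or more dose response concentrations, cut at about 23% in these data, passing the limit was not always enough; inconclusive means conflicting primary data, or primary hits not chosen for dose response; inactive means low primary inhibition, or under 50% at every dose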;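 further: plate controls were DMSO full reaction for no effect and no enzyme background for full effect; strong numbers were not always called active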
# Dynein transport cytoplasmic EGFP: further read-out of Dynein transport, marked with its call; z-score; measured here: cytoplasmic GR-EGFP intensity; stronger effect = higher value
# Dynein transport nuclear GR-EGFP: further read-out of Dynein transport, marked with its call; z-score; measured here: nuclear GR-EGFP intensity;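 lower value marks the stronger effect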
# Dynein transport cell count: further read-out of Dynein transport, marked with its call; z-score; measured here: cell count per field
# Insulin prom up cell count: recorded beside Insulin prom up, whose call it bears; cell count; measured here: cytotoxicity, nuclei count;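 total cells summed across four imaged fields per well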
# Lipid droplet cells 6.5 µM: second read-out of Lipid droplet, no call of its own (marks repeat the call); cell count; measured here: cell count, cytotoxicity flag;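 cells counted across two imaged fields per well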
# MT stabilize HCS Hoechst-high %: recorded beside MT stabilize HCS, whose call it bears; % Hoechst-high responders; measured here: nuclear condensation Hoechst responders;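 share of cells brighter than vehicle mean plus two SD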
# MT stabilize HCS cytotoxicity %: further read-out of MT stabilize HCS, marked with its call; toxicity, %; measured here: cytotoxicity by cell density;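 0% = mean cell density of plate MIN control wells and 100% = no cells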
# Autophagy mod cell loss 18 h: second read-out of Autophagy mod, no call of its own (marks repeat the call); toxicity, %; measured here: cell loss, nuclei count;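 cell loss after 18 h compound exposure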
# Starred values were filed as active, the others as inactive; i = inactive; ? = inconclusive; nt = no result given.
SMILES,Insulin prom up,Insulin prom up cell count,Yfh1-depleted yeast,Dynein transport,Dynein transport cytoplasmic EGFP,Dynein transport nuclear GR-EGFP,Dynein transport cell count,Autophagy mod,Autophagy mod cell loss 18 h,Lipid droplet,Lipid droplet cells 6.5 µM,MT stabilize HCS,MT stabilize HCS Hoechst-high %,MT stabilize HCS cytotoxicity %,CSM14.1 death rescue,M17LAP inhibition,M1AAP inhibition
O=C(NCCCCCCNC(=O)N1CCCCCC1)N1CCCCCC1,-0.27,936,i,1,-0.25,0.9,-0.39,i,-5,3,787,3.4,2.9,6.8,-3.5%,8%,-1%
CCC(C)(C)NC(=O)C(c1ccc(O)cc1)N(CCOC)C(=O)CCC(=O)Nc1nccs1 (centres undefined),-1.7,1043,i,-0.27,-0.24,0.31,0.0033,nt,nt,3,698,nt,nt,nt,nt,4%,2%
COc1cccc(NC(=S)N(Cc2ccco2)C(C)c2ccco2)c1 (centres undefined),0.18,1370,i,-0.27,-0.22,-0.17,0.76,i,0,21,560,2.6,2.1,1.6,-2.1%,5%,-4%
O=C1C2C3C=CC(C3)C2C(=O)N1/N=C/c1cc(Br)cc([N+](=O)[O-])c1O (centres undefined),0.29,1659,i,-0.77,-0.21,-0.48,0.4,i,-23,3,676,3.0,1.8,7.3,1.7%,-25%,17%
COC(=O)Cc1ccc(Oc2ncc(C(F)(F)F)cc2Cl)cc1,1.8,999,i,-0.71,-0.027,-0.32,0.29,i,6,-10,678,7.1,2.0,6.3,nt,-3%,-1%
CCCc1nc2c(nnn2Cc2ccccc2F)c(=O)[nH]1,0.48,945,i,0.37,-0.18,0.33,0.23,i,-3,1,761,1.3,1.0,3.9,4.8%,-5%,-2%
O=C(CSC1=NCCS1)N1CCCCCC1,0.33,1242,i,-0.81,-0.19,-0.14,0.24,i,-5,nt,nt,2.9,2.4,3.8,-3.5%,8%,1%
Cc1cc(=O)c2c(C)nn(-c3ccccc3)c2[nH]1,-0.27,1746,i,-0.24,-0.21,0.071,0.73,i,-5,0,689,5.3,2.8,4.9,-3.4%,-4%,-3%
NS(=O)(=O)c1ccc(CNC(=O)c2cc(-c3ccccc3)nc3ccccc23)cc1,-0.75,1068,i,-0.59,-0.81,-0.52,0.29,nt,nt,0,715,nt,nt,nt,nt,3%,-2%
COc1ccc(C(=O)NCCc2ccc(F)cc2)cc1OC,0.11,1605,i,-0.74,-0.24,-0.33,0.65,i,8,1,657,2.2,1.4,7.3,0.7%,-5%,6%
COC(=O)Cc1[nH]n(-c2ccccc2)c(=O)c1C(C)=Nc1ccccc1,0.01,1161,i,-0.5,-0.22,-0.49,0.72,i,-15,-10,659,1.7,1.8,5.5,-1.1%,-10%,8%
CC1(C(=O)NC2CCCCC2)CCC(=O)N1Cc1ccc2c(c1)OCO2 (centres undefined),0.76,999,i,-2.8,0.3,-1.4,-3.3,nt,nt,-8,697,nt,nt,nt,nt,12%,4%
COc1ccc(C(=O)NNC(=O)CSc2nnc(-c3cccnc3)n2C)cc1,-0.47,1441,i,0.023,-0.38,-0.33,0.94,i,0,-19,592,3.8,1.3,2.8,-1.4%,52%,10%
Cc1onc(CO)c1C(=O)Nc1nccs1,-0.17,1403,i,-0.85,-0.19,-0.48,0.31,i,14,14,720,2.2,2.8,11,-6.1%,-12%,8%
COc1ccc(NC(=O)C2=NNC(=O)CC2)cc1S(=O)(=O)N1CCCCC1,0.38,1004,i,-0.23,-0.23,-0.14,0.97,nt,nt,-1,767,nt,nt,nt,nt,-8%,3%
Clc1ccc(-c2csc(N/N=C/c3ccco3)n2)cc1,-0.57,911,i,0.24,-0.3,0.015,-0.22,nt,nt,3,703,nt,nt,nt,nt,-2%,6%
CN(c1ccc(F)cc1)S(=O)(=O)c1ccc(Cl)c(C(=O)OCC(=O)NCc2ccco2)c1,-0.3,1620,i,1.7,-0.37,0.16,-0.16,i,2,15,648,3.5,1.9,0.7,0.9%,4%,9%
COC(=O)NC(=C(Cl)Cl)S(=O)(=O)c1ccccc1,-2,1202,i,-5.8*,1.1*,-2.1*,0.075*,i,-9,-16,710,3.3,2.5,1.2,-0.4%,-5%,4%
CC(C)=NN/C(N)=N/C(=S)Nc1ccc(C)cc1,-0.18,1362,i,0.44,-0.27,0.29,0.85,i,9,-8,685,4.6,1.8,0.8,-1.9%,59µM*,0%
Cn1c(SCc2cccc(Cl)c2)nc(C(F)(F)F)cc1=O,0.89,1176,i,0.05,0.011,-0.23,0.85,i,13,nt,nt,2.3,1.3,3.6,-1.1%,3%,10%
OCc1c(Cl)nc2ccccn12,-0.03,1272,i,0.56,-0.17,1.2,-0.81,i,-10,3,650,4.7,1.8,5.0,-0.5%,-3%,0%
O=C(CSc1nncs1)NC(=O)NCc1ccccc1,1.4,1529,i,0.96,-0.2,0.93,0.24,i,-1,nt,nt,2.7,3.2,11,-1.3%,10%,9%
CCOC(=O)c1nnc(-c2ccccc2)nc1Oc1ccccc1Cl,1.4,1874,i,-3.1,0.18,-1.4,1.2,i,22,27,672,2.0,2.5,9.3,0.9%,18%,6%
CCN(C(=O)c1ccc(C(C)(C)C)cc1)c1nnc(Cn2nnc3ccccc32)s1,?,nt,i,1.5,-0.29,0.92,-0.73,i,-1,nt,nt,7.7,1.6,4.5,-0.3%,12%,2%
CCCSc1nc(O)c(C2OC(=O)c3c2ccc(OC)c3OC)c(=O)n1-c1ccccc1 (centres undefined),?,nt,i,0.18,0.16,0.32,-0.091,i,-22,5,801,2.1,1.3,5.9,-0.5%,31%,3%
Fc1ccc(N/N=C2/CCSc3sccc32)c(F)c1,0.06,1336,i,-0.66,-0.22,-0.29,0.093,nt,nt,12,689,nt,nt,nt,nt,-4%,7%
Cc1ccc(/C(O)=C2/C(=O)C(=O)N(CCCn3ccnc3)C2c2ccccn2)cc1 (centres undefined),nt,nt,nt,-0.52,-0.12,-0.43,0.74,i,24,nt,nt,3.4,1.9,7.9,4.1%,-8%,4%
Cc1nc(C)c(-c2csc(NCc3ccccc3)n2)s1,nt,nt,i,1,-0.12,0.81,-0.031,i,2,nt,nt,9.1,2.5,6.0,6.9%,6%,7%
O=C1NC2(CCCCCC2)C(=O)N1Cc1ccc([N+](=O)[O-])cc1,-0.52,1441,i,-0.51,-0.19,-0.21,0.21,i,34,0,622,3.1,2.2,2.0,-0.7%,-4%,-1%
Cc1ccc(N=C/C(C(=O)C(F)(F)F)=C(\O)c2cccs2)cc1,nt,nt,i,0.65,1.2,0.92,-0.45,i,14,nt,nt,2.6,1.7,0.5,1.0%,9%,7%
N=c1n(CC(=O)c2cccc([N+](=O)[O-])c2)c2ccccc2n1Cc1ccccc1,-1.7,713,i,-0.14,-0.27,0.09,-0.32,i,7,-33,728,2.1,3.2,7.0,-1.9%,4%,-15%
CCOC(=O)c1sc(N=NC2=C(O)CC(C)(C)CC2=O)c(C(=O)OCC)c1C,-0.57,1126,i,0.79,-0.31,0.63,-0.17,i,8,11,691,3.2,2.5,2.9,0.6%,2%,6%
CCOc1ccc(-n2c(N)c(C(=O)N3CCN(C)CC3)sc2=S)cc1,0.01,1552,i,0.055,-0.052,-0.091,0.21,i,-3,12,695,1.1,1.7,10,-0.5%,8%,8%
C/C(=N\NC(=O)C(N)=O)c1ccc2c(c1)OCCO2,0.05,1518,i,-0.66,0.03,-0.093,0.55,i,12,-12,653,2.1,2.0,5.4,1.0%,10%,5%
C=CCNC(=S)N1CCC(C(=O)c2ccc3c(c2)OCCO3)CC1,-0.92,1273,i,-0.43,-0.3,-0.055,0.65,i,18,-9,548,2.2,1.5,4.7,-2.6%,-2%,11%
COc1ccc(NCc2nnc(SCC(=O)Nc3cc(C)cc(C)c3)o2)cc1,1.3,1173,i,0.29,-0.27,0.34,0.084,i,-1,5,723,1.7,0.5,24,-1.4%,10%,11%
O=CN(/C=C1\Sc2ccccc2C1=O)Cc1ccccc1,-0.3,893,i,-0.37,-0.34,0.078,0.31,i,-3,7,818,1.4,1.2,3.1,-1.9%,-1%,-3%
Cc1oc(-c2ccc3c(c2)OCCO3)cc1C(=O)NCC(=O)O,-0.07,1478,i,-0.67,-0.18,-0.5,0.52,i,-3,4,697,2.1,1.4,3.1,-1.0%,18%,7%
O=C(COC(=O)c1cccnc1)Nc1cccc(Cl)c1,-0.66,1543,i,-0.38,-0.21,-0.069,0.65,i,55,nt,nt,2.0,1.7,9.1,-0.4%,10%,6%
